Assay outcomes (PubChem)
TROY signal inh – blocks TROY-dependent signaling in reporter cells. Q293 LMP1-TROYcd NF-kB luciferase reporter, 4 h. inhibition, % at 10 µM. 0.98% of 360,000 active. AID 1347056;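 active = compounds whose plate-normalised and pattern-corrected inhibition of the luciferase reporter signal at the single screening dose is 50% or more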
LMP1 NFkB inh – Epstein-Barr LMP1 NF-kappaB reporter inhibition; 0.69% of 350,000 active; inhibition, % at 12.5 µM; LMP1-induced NF-kappaB luciferase reporter cells, luminescence; in the data active = inhibition above about 41%;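 also: 0% = neutral control wells and 100% = reference inhibitor control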
NR2F2 inh – inhibitors of human COUP-TFII (NR2F2); HEK293T NGFI-A luciferase reporter, luminescence; inhibition, % at 8.6 µM; 0.7% of 370,000 active;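 active = inhibition above a per-plate cutoff, mean inhibition of test wells between control levels plus 3 SD, cut at about 38% in these data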;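 also: cells cotransfected with COUP-TFII expression vector driving the NGFI-A reporter; 0% = median of COUP-TF2 test wells and 100% = reporter-only cells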
LRH-1 inv ag – suppresses constitutive activity of human LRH-1 | O00482 | HEK293T StAR-luciferase reporter, LRH-1 transfected, 24 h | inhibition, % at 3.6 µM | 0.13% of 360,000 active;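 active = inhibition above the mean inhibition of all tested compounds plus 3 SD, cut at about 73% in these data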;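 also: 0% = DMSO wells and 100% = reporter-only cells lacking LRH-1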
SRC2 inh – inhibits human steroid receptor coactivator 2; 0.17% of 370,000 active; HEK293 GAL4-SRC2 luciferase reporter, luminescence; AID 651957; inhibition, % at 9 µM;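 active = inhibition above the mean inhibition of all tested compounds plus 3 SD, set per campaign, cut at about 52% in these data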;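 also: 0% = DMSO treated cells and 100% = cells given Gossypol at 36 µM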
NCOA1 inh – inhibitors of human steroid receptor coactivator 1 (SRC1); inhibition, % at 3.6 µM; HEK293 GAL4-SRC1 luciferase reporter, luminescence; 0.12% of 360,000 active;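 active = inhibition above the campaign mean plus 3 SD, with each screening campaign given its own cutoff, cut at about 60% in these data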;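 also: 0% = DMSO treated cells and 100% = gossypol at 36 µM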
Target sequence (Q15788 whole entry, looked up, the tested form may be a part): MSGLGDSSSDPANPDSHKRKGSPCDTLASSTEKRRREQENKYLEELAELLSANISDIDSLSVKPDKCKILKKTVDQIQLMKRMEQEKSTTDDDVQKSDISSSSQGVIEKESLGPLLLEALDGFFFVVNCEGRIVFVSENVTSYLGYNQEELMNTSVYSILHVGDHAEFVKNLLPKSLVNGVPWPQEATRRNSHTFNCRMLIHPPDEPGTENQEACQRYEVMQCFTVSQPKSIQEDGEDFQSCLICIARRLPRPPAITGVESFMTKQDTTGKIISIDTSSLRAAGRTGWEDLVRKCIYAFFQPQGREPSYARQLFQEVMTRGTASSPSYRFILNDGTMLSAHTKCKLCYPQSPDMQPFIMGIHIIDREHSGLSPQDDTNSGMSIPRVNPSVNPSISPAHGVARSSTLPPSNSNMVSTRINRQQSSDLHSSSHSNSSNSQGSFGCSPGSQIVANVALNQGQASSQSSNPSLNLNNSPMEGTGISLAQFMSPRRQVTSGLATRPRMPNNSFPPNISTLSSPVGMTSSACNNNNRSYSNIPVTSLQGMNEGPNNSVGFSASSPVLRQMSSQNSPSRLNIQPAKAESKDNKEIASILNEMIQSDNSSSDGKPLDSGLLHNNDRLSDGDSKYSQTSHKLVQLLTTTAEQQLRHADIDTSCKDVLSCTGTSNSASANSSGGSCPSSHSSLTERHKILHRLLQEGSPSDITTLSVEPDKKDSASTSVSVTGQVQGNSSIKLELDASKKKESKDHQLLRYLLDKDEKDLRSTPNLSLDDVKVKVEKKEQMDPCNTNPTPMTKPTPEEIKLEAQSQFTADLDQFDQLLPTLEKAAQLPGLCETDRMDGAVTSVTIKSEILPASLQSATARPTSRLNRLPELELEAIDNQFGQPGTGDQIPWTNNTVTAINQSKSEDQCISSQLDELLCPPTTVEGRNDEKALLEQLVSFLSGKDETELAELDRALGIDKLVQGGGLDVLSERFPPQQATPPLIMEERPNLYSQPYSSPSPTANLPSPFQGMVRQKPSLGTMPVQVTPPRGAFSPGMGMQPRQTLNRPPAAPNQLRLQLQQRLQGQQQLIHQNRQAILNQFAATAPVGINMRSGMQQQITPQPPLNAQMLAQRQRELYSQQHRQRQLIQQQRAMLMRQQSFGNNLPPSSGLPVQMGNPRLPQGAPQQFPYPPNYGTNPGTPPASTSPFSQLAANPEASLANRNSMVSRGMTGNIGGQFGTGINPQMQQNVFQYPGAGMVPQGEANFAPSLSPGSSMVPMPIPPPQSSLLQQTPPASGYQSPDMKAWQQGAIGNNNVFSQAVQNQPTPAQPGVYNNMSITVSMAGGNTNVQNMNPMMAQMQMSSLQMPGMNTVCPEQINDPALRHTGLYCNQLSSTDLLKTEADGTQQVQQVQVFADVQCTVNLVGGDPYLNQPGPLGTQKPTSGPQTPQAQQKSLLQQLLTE
C8 TRAIL sens – sensitizes caspase-8 expressing cells to TRAIL; NB7+C8 cells + TRAIL, ATPlite viability luminescence; inhibition (viability loss, TRAIL sensitization), % at 10 µM; 1% of 360,000 active; AID 624354;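 active = compounds causing at least 50% loss of cell viability in the single-dose screen, relative to plate controls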
Vif imaging – inhibitors of HIV Vif | AID 602346 | inhibition, % at 7.49 µM | HEK293T cells, Vif self-association by quenched fluorescence, imaging, 24 h | 0.35% of 340,000 active; in the data active = inhibition above about 50%, passing the limit was not always enough; also: some results filed as inactive read as strong as hits
TLR9-MyD88 inh – inhibitors of human TLR9-MyD88 binding; Q9NR96+Q99836; CHO BLA complementation TLR9-MyD88, CCF4 FRET ratio; inhibition, % at 4.98 µM; 0.21% of 340,000 active;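 active = inhibition above the mean over all tested compounds plus 3 SD, cut at about 21% in these data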;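 also: 0% = DMSO only wells and 100% = clavulanate BLA inhibitor control wells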
NOD2-RIPK2 inh – inhibitors of human NOD2-RIPK2 interaction; CHO BLA complementation NOD2-RIPK2, CCF4 ratio; inhibition, % at 4.98 µM; 0.38% of 360,000 active; in the data active = inhibition above about 21%;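 also: 0% = vehicle only and 100% = reference blocker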
NCOA3 inh – inhibits human SRC3 coactivator; Q9Y6Q9; AID 588352; 0.17% of 360,000 active; inhibition, % at 3.6 µM; HEK293 GAL4-SRC3 luciferase reporter, luminescence;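 active = inhibition above a per-campaign cutoff, the mean of all compounds plus 3 SD, cut at about 60% in these data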;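 also: 0% = DMSO-treated cells and 100% = gossypol-treated cells at 36 µM; higher means less SRC3-driven luciferase light from the GAL4 reporter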
The depositor's hits bear a star; / = no result given. This is a subset; count on the stated rates, not on these rows.

No.	canonical_smiles	TROY signal inh	LMP1 NFkB inh	NR2F2 inh	LRH-1 inv ag	SRC2 inh	NCOA1 inh
1	O=C(Nc1ccc(F)c(Cl)c1)c1cc(-c2ccco2)on1	-31	-3	-8	-5	-20	4
2	Cc1c(NC=C(C#N)C#N)c(=O)n(-c2ccccc2)n1C	-2	-4	5	-1	9	4
3	Cc1cnc(C(=O)N2CCCC(C(=O)c3ccc(C(F)(F)F)cc3)C2)cn1 (centres undefined)	25	-15	-50	-8	25	3
4	CCN(CC)S(=O)(=O)c1ccc(N2CCCC2)c(C(=O)OCC(=O)/C(C#N)=C(\C)N)c1	1	0	13	5	-23	1
5	CC1=CC(c2ccc(Cl)cc2)n2nc(NS(=O)(=O)c3ccc(C)cc3)nc2N1 (centres undefined)	0	-5	4	1	-40	-6
6	O=C(NCc1ccccn1)c1[nH]c(C(F)(F)F)nc1-c1ccccc1	7	/	-8	19	-15	-16
7	CCc1ccc(NC(=O)C(=O)NCCN2CCN(C(=O)c3ccc(OC)cc3)CC2)cc1	11	-2	17	18	-1	5
8	Cc1cc(C)c2c(n1)SCC(=O)N2CC(=O)Nc1cccc(Cl)c1	10	-1	-3	-8	-2	-4
9	CC1=CC[C@@]23CCCN2C(=O)CCC[C@H]3C1	-12	13	-1	-30	-12	9
10	Cc1ccc(C)c(Cn2c(C(C)O)nc3ccccc32)c1 (centres undefined)	0	1	3	16	19	-21
11	Cc1ccc(CNC(=O)CCn2nc(-c3ccc(Cl)cc3)ccc2=O)cc1	-2	2	7	-4	-31	-2
12	O=C(OCCN1CCOCC1)C(c1ccccc1)c1ccccc1	5	0	-6	3	6	9

No.	C8 TRAIL sens	Vif imaging	TLR9-MyD88 inh	NOD2-RIPK2 inh	NCOA3 inh
1	0	7	4	-11	1
2	1	-2	5	-13	-1
3	-2	-17	5	-11	-7
4	28	/	0	-4	12
5	-18	-1	1	-3	-7
6	-15	-1	/	3	14
7	20	/	-6	-6	5
8	11	1	3	1	-15
9	-7	4	12	-3	5
10	-6	5	-3	-8	8
11	2	-8	-3	3	15
12	3	2	2	-7	-16

Remaining list, next part
No.	canonical_smiles	TROY signal inh	LMP1 NFkB inh	NR2F2 inh	LRH-1 inv ag	SRC2 inh	NCOA1 inh
13	O=C(CSc1ncnc2c1oc1ccccc12)Nc1cccc(F)c1	23	10	2	8	-1	2
14	CC(=O)C(=Cc1ccccc1)c1ccccc1	4	/	-7	3	14	/
15	CCC(=O)Nc1ccc(C(=O)NNC(=O)COc2cc(C)ccc2C)cc1	-4	-2	5	-20	-10	-1
16	O=S(=O)(CCN1CCOCC1)c1ccc(Cl)cc1	6	-3	2	9	-1	11
17	CC(=O)Oc1ccc(CN2C(=O)C(CCc3ccccc3)ON=C2c2cnccn2)cc1 (centres undefined)	-30	/	-19	-36	-8	-4
18	CCOC(=O)c1cc(C)sc1NC(=O)CCC(=O)O	3	6	-14	6	21	-26
19	CCc1c(C)sc(NC(=O)c2cc(C)on2)c1C#N	-40	0	-13	-57	-31	-48
20	O=C(Nc1ccc(F)c(Cl)c1)N1CCCCCC1	-40	-12	0	-51	-24	-46
21	CC1=C(C(=O)N2CCCCC2)C2(CCC(C)CC2)OC1=O (centres undefined)	-6	-4	6	1	6	-49
22	CCOC(=O)c1nnn(CC(=O)Nc2cccc(OC)c2)c1C(=O)OCC	10	-6	8	2	10	1
23	C#CCOCCOCCOCCNc1nc(N2CCOCC2)nc(N2CCN(C(=O)[C@H]([C@@H](C)CC)n3cc([C@@H](N)CO)nn3)CC2)n1	-18	4	3	1	4	9
24	CCNC(=O)OCc1cn(-c2ccccc2)nn1	-19	0	-2	-1	-11	1

No.	C8 TRAIL sens	Vif imaging	TLR9-MyD88 inh	NOD2-RIPK2 inh	NCOA3 inh
13	8	2	-18	3	-7
14	-13	/	/	-8	/
15	8	6	6	10	6
16	5	-3	6	0	13
17	-11	-3	/	-2	-15
18	2	/	1	10	16
19	8	/	0	-5	-43
20	15	2	6	-1	-29
21	-11	9	7	-13	-9
22	-4	8	4	-9	14
23	-9	-4	-2	-9	-5
24	-1	-12	-1	5	-7

Overlap with the part before: three entries, then new ones.
No.	canonical_smiles	TROY signal inh	LMP1 NFkB inh	NR2F2 inh	LRH-1 inv ag	SRC2 inh	NCOA1 inh
22	CCOC(=O)c1nnn(CC(=O)Nc2cccc(OC)c2)c1C(=O)OCC	10	-6	8	2	10	1
23	C#CCOCCOCCOCCNc1nc(N2CCOCC2)nc(N2CCN(C(=O)[C@H]([C@@H](C)CC)n3cc([C@@H](N)CO)nn3)CC2)n1	-18	4	3	1	4	9
24	CCNC(=O)OCc1cn(-c2ccccc2)nn1	-19	0	-2	-1	-11	1
25	COc1cc(OC)c(OC)cc1/C=N/Nc1ncnc2c1[nH]c1ccccc12	11	-5	11	7	1	-13
26	COCCCNC(=O)c1cc(Cc2ccccc2)sc1N	/	/	-6	5	0	/
27	Cc1nn(-c2ccccn2)c2c1C(=O)CC(C)(C)C2N=[N+]=[N-] (centres undefined)	14	-13	-23	29	7	6
28	CC(=O)Nc1ccc(NS(=O)(=O)c2c(Cl)cccc2Cl)cc1	1	3	-7	1	-3	10
29	CCOC(=O)N1CCN(C(=O)Nc2cccc3ccccc23)CC1	19	-17	7	8	10	2
30	Cc1cc(C)nc(/N=C(/NC(=O)c2ccccc2)Nc2ccccc2)n1	-57	-1	-3	-3	-30	-6
31	Cc1ccc(NC(=O)CC(=O)NCCN2CCOCC2)cc1	8	6	3	-10	-5	-7
32	COc1ccc(O)c(C(=O)c2cc(C#N)c(=O)n(-c3ccc(Cl)cc3)c2)c1	-29	3	-17	0	-4	6
33	CSCCC(=O)N1CCCC(CNC(=O)c2ccccc2Cl)C1 (centres undefined)	-16	-5	-18	6	-13	-14
34	COc1ccccc1NC(=S)N1CCNC(=O)C1CC(=O)Nc1cccc(C)c1 (centres undefined)	-5	-1	-5	-7	-21	-4
35	Cc1cc(C(C)(C)C)ccc1OCC(=O)N/N=C\c1c(C)n(C)n(-c2ccccc2)c1=O	19	3	5	-7	-14	-6
36	COc1cccc(NC(=O)Nc2ccc(Cc3ccncc3)cc2)c1	-6	-10	-8	17	-13	14

No.	C8 TRAIL sens	Vif imaging	TLR9-MyD88 inh	NOD2-RIPK2 inh	NCOA3 inh
22	-4	8	4	-9	14
23	-9	-4	-2	-9	-5
24	-1	-12	-1	5	-7
25	9	-2	-4	4	-6
26	2	/	/	0	/
27	14	-1	1	-3	7
28	-10	-2	-7	-6	12
29	-10	-6	1	2	5
30	-4	/	1	-6	14
31	-5	-5	5	-3	11
32	-8	-8	4	4	1
33	-3	16	0	11	13
34	-2	-2	-16	0	2
35	9	-3	12	9	-7
36	12	5	2	-5	32

Other records follow.
No.	canonical_smiles	TROY signal inh	LMP1 NFkB inh	NR2F2 inh	LRH-1 inv ag	SRC2 inh	NCOA1 inh
37	COc1cccc(/C=C/C(=C2/C(=O)N(c3ccccc3)N=C2C)c2ccc(Br)cc2)c1OC	-25	10	/	-6	/	-18
38	COc1ccc(C(=O)NCC(=O)Nc2cccc(S(=O)(=O)N3CCCC3)c2)cc1	1	-6	1	6	-27	-11
39	COc1ccc(-c2c3c(=O)n(C)c(=O)n(C)c3cn2Cc2cccnc2)cc1	-8	2	-15	-20	-30	-23
40	Cc1ccc(S(=O)(=O)NC(=O)Nc2cc(C(C)(C)C)on2)cc1	-4	/	-15	3	20	-1
41	CC(C)c1ccc(S(=O)(=O)c2n[nH]n3c2nc(=O)c2ccccc23)cc1	32	-13	2	16	-4	-7
42	COC(=O)c1cc(S(=O)(=O)NCC2CCN(Cc3cccc(F)c3)CC2)cn1C	16	-4	-6	-12	16	13
43	COc1cc(C(=O)Oc2ccc(Br)cc2C(=S)N2CCOCC2)cc(OC)c1OC	7	7	-20	-18	-2	7
44	CCC(=O)c1ccc(OCC(=O)OCC(=O)N(CCC#N)c2ccc3c(c2)OCCO3)cc1	16	-4	-13	-36	-29	3
45	COc1ccccc1NS(=O)(=O)c1cccc(C(=O)NCC2(N3CCCCC3)CCCCC2)c1	0	-53	-9	-20	-13	-11
46	CN1CCN(NC(=S)NC(C)(C)CC(C)(C)C)CC1	2	5	1	-6	-31	-14
47	CCOC(=O)N1CCC(N2Cc3cccc(C(=O)Nc4ccc(CC)cc4)c3C2=O)CC1	1	39	6	4	4	-6
48	C[C@H]1CN([C@@H](C)CO)S(=O)(=O)c2ccc(Br)cc2O[C@H]1CN(C)S(=O)(=O)c1ccccc1F	3	-4	-6	21	1	3

No.	C8 TRAIL sens	Vif imaging	TLR9-MyD88 inh	NOD2-RIPK2 inh	NCOA3 inh
37	5	-3	2	-14	-2
38	-6	-10	-9	-6	4
39	4	3	0	-1	-29
40	-16	-2	/	-10	17
41	-12	-2	-33	6	-16
42	-3	-4	-4	4	19
43	-1	12	-7	-6	2
44	-9	7	-10	-10	-14
45	1	-1	-9	-1	-12
46	0	-7	1	7	10
47	11	2	1	-8	6
48	-11	-18	5	-5	-1

The last three compounds of the section above come first, to join the parts:
No.	canonical_smiles	TROY signal inh	LMP1 NFkB inh	NR2F2 inh	LRH-1 inv ag	SRC2 inh	NCOA1 inh
46	CN1CCN(NC(=S)NC(C)(C)CC(C)(C)C)CC1	2	5	1	-6	-31	-14
47	CCOC(=O)N1CCC(N2Cc3cccc(C(=O)Nc4ccc(CC)cc4)c3C2=O)CC1	1	39	6	4	4	-6
48	C[C@H]1CN([C@@H](C)CO)S(=O)(=O)c2ccc(Br)cc2O[C@H]1CN(C)S(=O)(=O)c1ccccc1F	3	-4	-6	21	1	3
49	CCOC(=O)c1cc(-c2ccccc2)n[nH]1	-34	7	-5	1	5	-11
50	Cc1ccc(-n2[nH]c(C)c(C=Nc3ccc4[nH]c(=O)[nH]c4c3)c2=O)cc1	-12	4	-8	-8	-7	0
51	COc1ccc(C2C(C(=O)NC(C)C)c3ccccc3C(=O)N2C)cc1OC (centres undefined)	-1	-4	9	-4	-8	0
52	CC1Oc2ccccc2OC1(O)c1ccccn1 (centres undefined)	-1	-4	-7	19	-16	-18
53	O=C(COC(=O)COc1ccc(Cl)cc1Cl)NC1CCCC1	4	1	-7	-2	-9	2
54	CCOc1cc(C(=O)NCCOC)cc(OCC)c1OCC	-12	-6	-11	14	2	-11

No.	C8 TRAIL sens	Vif imaging	TLR9-MyD88 inh	NOD2-RIPK2 inh	NCOA3 inh
46	0	-7	1	7	10
47	11	2	1	-8	6
48	-11	-18	5	-5	-1
49	-14	18	6	-3	-20
50	23	0	6	9	0
51	3	31	-3	-1	6
52	7	2	-10	8	-4
53	-17	-11	-6	-6	13
54	-12	-1	-3	-5	-2
